Source: PubChem (several laboratories)
RTF Ca sens inh: cardiac RTF calcium desensitization; P19429+P45379; 0.12% of 340,000 active; IANBD-labeled cardiac RTF, Ca2+ fluorescence; inhibition, % at 7.15 µM; AID 493244;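 active means inhibition above the mean inhibition of all tested compounds plus 3 SD, cut at about 17% in these data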;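 further: assay run at fixed EC70 calcium of 1.6 mM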
NSD2 inh: blocks human histone methyltransferase NSD2; O96028; inhibition, % at 12.5 µM; NSD2 peptide methylation, AlphaScreen, 120 min; 0.54% of 310,000 active; in the data active means inhibition above about 50%
PvdQ acylase: blocks Pseudomonas aeruginosa PvdQ acylase activity. purified PvdQ acylase, fluorescence plate reader. inhibition, % at 10 µM. 0.063% of 340,000 active; in the data active means inhibition above about 30%, passing the limit was not always enough; inconclusive means no clear call, values can overlap the other calls;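 further: 0% = vehicle neutral wells and 100% = reference inhibitor wells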
CDK5 p35 inh: blocks human CDK5/p35 kinase activity | Recombinant CDK5/p35, ADP-Glo luminescence, 60 min | 0.01% of 330,000 active | inhibition, % at 10 µM;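 active means highest replicate inhibition of at least 50% and at least 75% of replicates reaching 50%; inconclusive means only one of the two criteria met; inactive means both criteria failed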;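 further: plate controls were DMSO neutral control for no effect and GW8510 at 10 µM for full effect; many of its hits are not listed in these tables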
Target sequence (Q00535 whole entry, looked up): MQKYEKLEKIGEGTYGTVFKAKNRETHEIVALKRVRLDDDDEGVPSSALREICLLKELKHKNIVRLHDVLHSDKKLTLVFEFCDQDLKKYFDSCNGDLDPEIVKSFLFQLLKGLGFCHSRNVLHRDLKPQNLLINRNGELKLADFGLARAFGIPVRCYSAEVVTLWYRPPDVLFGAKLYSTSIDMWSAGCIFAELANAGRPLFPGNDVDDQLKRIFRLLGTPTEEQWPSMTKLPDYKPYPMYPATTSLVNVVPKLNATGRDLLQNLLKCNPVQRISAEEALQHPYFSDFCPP
Target sequence (Q15078 whole entry, looked up): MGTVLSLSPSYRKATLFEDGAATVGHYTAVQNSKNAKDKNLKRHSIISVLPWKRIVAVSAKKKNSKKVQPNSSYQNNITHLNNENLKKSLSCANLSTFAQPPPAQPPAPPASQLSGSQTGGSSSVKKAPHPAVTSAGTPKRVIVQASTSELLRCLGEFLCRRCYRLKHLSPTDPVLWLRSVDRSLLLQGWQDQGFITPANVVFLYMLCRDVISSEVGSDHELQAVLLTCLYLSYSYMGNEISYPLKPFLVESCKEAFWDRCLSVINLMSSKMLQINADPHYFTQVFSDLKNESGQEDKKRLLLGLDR
LANA DNA inh: KSHV C-LANA DNA binding inhibition. 0.078% of 340,000 active. inhibition, % at 9 µM. MBP-C-LANA/FAM-LBS DNA binding, fluorescence polarization;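 active means highest replicate inhibition at or above 60% at 9 µM, even if other replicates fall short; inactive means all replicates below 60% inhibition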;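 further: 0% = neutral control wells and 100% = 4 µM acridine orange control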
SUMO Mot1 rescue: inhibitors of SUMOylation pathway: yeast Mot1-301 growth rescue; 1% of 320,000 active; S. cerevisiae Mot1-301 growth rescue, ATP luminescence, 38.5C; percent above DMSO median, 100 means doubled; AID 2716; growth rescue, % at 18.8 µM;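 active means every valid replicate shows activation above 250% relative to neutral control wells; inactive means the rest, any valid replicate at or below 250%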;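 further: OY570 slx delta 5 strain wells were the positive control but not used for scaling; some compounds called inactive have numbers as strong as hits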
Rtt109 Vps75: inhibitors of Candida albicans Rtt109/Vps75 histone acetyltransferase; Q5AAJ8; purified Rtt109/Vps75, ThioGlo CoA-SH fluorescence, 4 h; inhibition, % at 34.9 µM; 0.16% of 330,000 active;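 active means inhibition of at least 50% in every replicate; inconclusive means best replicate reaches 50% inhibition but some replicates fall short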
Target sequence (Q5AAJ8 whole entry, looked up): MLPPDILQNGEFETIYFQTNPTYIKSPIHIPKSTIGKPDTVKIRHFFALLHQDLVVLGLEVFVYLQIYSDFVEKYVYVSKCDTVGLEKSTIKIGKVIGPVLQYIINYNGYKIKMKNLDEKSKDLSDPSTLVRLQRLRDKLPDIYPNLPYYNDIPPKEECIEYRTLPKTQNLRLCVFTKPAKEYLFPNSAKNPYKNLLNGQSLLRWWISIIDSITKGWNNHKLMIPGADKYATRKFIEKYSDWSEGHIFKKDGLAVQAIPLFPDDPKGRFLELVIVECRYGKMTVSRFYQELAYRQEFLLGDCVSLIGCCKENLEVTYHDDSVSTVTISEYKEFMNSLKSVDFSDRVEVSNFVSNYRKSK
RTF Ca sens act: cardiac RTF calcium sensitization | IANBD-labeled TnC RTF fluorescence at EC20 calcium; 0% EC20 calcium, 100% full calcium | activation, % at 7.2 µM | 0.24% of 340,000 active | AID 493008;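 active means activation above the mean over all tested compounds plus 3 SD, cut at about 30% in these data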;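 further: rise in fluorescence read as greater calcium sensitivity of cardiac thin filaments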
Keap1-Nrf2 PPI: inhibitors of human Keap1-Nrf2 protein-protein interaction | inhibition, % at 9.4 µM | Keap1 Kelch-Nrf2 peptide fluorescence polarization, 1536-well | Q14145 | 0.15% of 340,000 active; in the data active means inhibition above about 12%; inconclusive means no clear call, values can overlap the other calls; inactive means below about 7.3%;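 further: human Keap1 Kelch domain with fluorescein labeled Nrf2 9mer peptide probe; 0% = neutral control wells and 100% = peptide positive control; higher means more block of Keap1 binding to Nrf2 peptide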
dFosB act: activators of mouse delta FosB homodimer; P13346; purified delta FosB, TAMRA-CDK5 oligo fluorescence polarization; percent of positive-control signal above neutral wells; activation, % at 25 µM; 0.99% of 340,000 active;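 active means mean activation above about 17%, with every replicate also reaching it, limit read from the data, passing the limit was not always enough; inconclusive means only one of the two conditions met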;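 further: fluorescence polarization rise as delta FosB binds a TAMRA Cdk5 AP-1 oligo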
PfHsp90 yeast 2: inhibits growth of yeast expressing Plasmodium falciparum Hsp90; S. cerevisiae expressing PfHsp90, BacTiter-Glo ATP, 48 h; yeast lacking PDR1 and PDR3 efflux regulators; inhibition, % at 9.4 µM; 0.32% of 310,000 active;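 active means every replicate shows inhibition above about 80%, whatever the replicate mean, limit read from the data; inconclusive means mean inhibition reaches the set limit but some replicate falls short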;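 further: 0% = DMSO neutral controls and 100% = 20 µM radicicol positive controls; yeast relying on Plasmodium falciparum Hsp90 in place of its own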
* = called active by the depositor; i = inactive; u = inconclusive; x = not tested or not shown. The order is random; about 3.2% have a hit in one of these screens.

SMILES | RTF Ca sens inh | NSD2 inh | PvdQ acylase | CDK5 p35 inh | LANA DNA inh | SUMO Mot1 rescue | Rtt109 Vps75 | RTF Ca sens act | Keap1-Nrf2 PPI | dFosB act | PfHsp90 yeast 2
Cc1ccc(C(=O)Nc2ccc(O)c(C(=O)O)c2)o1 | -7 | 4 | -2 | 0.6 | 1.1 | 18 | 4 | 11 | -3 | -6 | 16
CC(=O)Nc1ccc(OS(=O)(=O)c2ccccc2C)cc1 | 7 | -1 | -12 | -1.1 | 0.9 | -7 | 0 | 0 | -2 | 2 | 3
CCNC(=S)NNC(=O)c1cc(C)on1 | -8 | -1 | -26 | 0.3 | -1.2 | -9 | 4 | 6 | 1 | -1 | 32
O=C(CNC(=O)c1ccc(Cl)cc1Cl)OCc1nnc(-c2ccccc2)o1 | -3 | -1 | -8 | 1.0 | -0.2 | -6 | -6 | -5 | 2 | -6 | x
Cc1ccc(-c2nc(C3CCN(S(C)(=O)=O)CC3)no2)cc1 | -5 | 0 | -20 | 1.1 | -0.3 | 0 | -6 | 0 | -3 | -10 | 4
CC(=O)c1cccc(NC(=O)COC(=O)COc2c(Cl)cc(Cl)c3ccc(C)nc23)c1 | -7 | 0 | -3 | 1.7 | 1.1 | 6 | 13 | -7 | -4 | -8 | 2
Cc1c(NC(=O)C(c2ccccc2)c2ccccc2)cccc1C(=O)O | 3 | -9 | 5 | 2.2 | -11 | 267 | -3 | -2 | -1 | -13 | -2
COc1cccc(COC(=O)C2CCN(S(=O)(=O)c3ccc(C)cc3C)CC2)c1OC | 7 | -4 | -6 | 0.1 | -2.7 | -6 | -2 | 3 | 0 | -4 | -10
N#CCSc1ccccc1NC(=O)COC(=O)Cc1c[nH]c2ccccc12 | -9 | -3 | -13 | -2.9 | 0.3 | x | 1 | 5 | -3 | -7 | 21
CC(=O)C1=C(c2ccccc2)NC(=S)NC1c1cc(Cl)c(OC(C)C)c(Cl)c1 (stereo not given) | -2 | -1 | -10 | 0.0 | -0.5 | -13 | -8 | 0 | -4 | 1 | 5
O=c1c2cc3c(cc2[nH]c(=S)n1CCN1CCOCC1)OCO3 | -3 | -2 | -8 | -0.2 | 0.2 | 143 | 3 | -3 | 6 | 5 | -5
O=c1c2cn[nH]c2nc(SCc2cc(=O)n3cc(Br)ccc3n2)n1-c1ccc(Br)cc1 | -14 | 2 | 2 | -1.1 | 0.7 | 35 | 4 | 5 | -5 | 3 | -14
O=C(Nc1ccc(Oc2c(F)c(F)c(F)c(F)c2F)cc1)OC1CCN2Cc3ccccc3N=C12 (stereo not given) | -7 | x | -8 | -0.2 | -2.7 | 130 | 6 | 6 | -7 | -29 | 7
COc1cccc2sc(Nc3nnc(-c4ccc(F)cc4)o3)nc12 | -3 | x | -15 | -0.9 | -0.1 | -2 | -1 | 2 | 1 | 0 | -59
CCOC(=O)C1CCN(C(=O)Cn2cc(C(=O)c3ccco3)c3ccccc32)CC1 | 3 | -10 | -3 | -0.2 | -0.1 | -15 | -8 | -6 | -6 | -2 | -12
Cc1ccc(OCC(=O)N/N=C\c2cn(C)c3ccccc23)c([N+](=O)[O-])c1 | 1 | 2 | 6 | 1.8 | -0.9 | 306 | 12 | -4 | -2 | -15 | -14
COc1ccccc1NC(=O)CN1CCOCC1 | -7 | -4 | -7 | -1.2 | -2.7 | -8 | -2 | -3 | 3 | 3 | -6
CCn1c(=O)n(Cc2ccco2)c(=N)c2c3c(sc21)COC(C)(C)C3 | -5 | -1 | 12 | -1.2 | 0.4 | x | 5 | -1 | 1 | -5 | 4
Cc1ccc(N(C(=O)C2CCCC2)C2C=CS(=O)(=O)C2)cc1 (stereo not given) | -10 | -1 | 2 | -1.2 | -1.5 | 508 | -2 | 0 | -5 | -1 | 1
CCOCCOCN(C#N)c1nc(OC)nc(N(C)C)n1 | 1 | -3 | 0 | 1.1 | -1.7 | 5 | 27 | 0 | -1 | -2 | -10
COc1ccccc1-c1nc(SCC(=O)Nc2ccccc2F)n[nH]1 | -2 | -4 | -3 | -0.1 | 1.0 | -20 | -25 | 1 | 1 | -11 | -21
CCOC(=O)c1c(S(=O)(=O)N2CCCCC2C)c(C)n(C)c1C (stereo not given) | 1 | -1 | -15 | 0.0 | 0.7 | 0 | -5 | 0 | -2 | -4 | 0
COc1ccccc1NC(=O)CN1C(=O)C(C)SC(C)C1=O (stereo not given) | 2 | -3 | 9 | -0.6 | -0.4 | -15 | 13 | -5 | -4 | -3 | x
CC(C)(C)c1ccc(Cn2nnc3c(=O)[nH]c(C4CCCN(C(=O)c5ccco5)C4)nc32)cc1 (stereo not given) | -7 | 6 | -10 | 1.2 | 2.1 | -11 | u | -5 | -5 | -17 | -29
Cc1ccc(CN2C(=O)CSc3ccc(C(=O)NCCN4CCOCC4)cc32)cc1 | -8 | x | -1 | 0.0 | -0.5 | 4 | 6 | -7 | -4 | -6 | -18
Following part:
SMILES | RTF Ca sens inh | NSD2 inh | PvdQ acylase | CDK5 p35 inh | LANA DNA inh | SUMO Mot1 rescue | Rtt109 Vps75 | RTF Ca sens act | Keap1-Nrf2 PPI | dFosB act | PfHsp90 yeast 2
COc1ccc(-c2coc3c(CN4CCCCC4C)c(O)ccc3c2=O)cc1 (stereo not given) | -6 | 0 | -17 | 1.2 | -0.2 | 5 | 2 | 3 | -1 | 2 | 1
Cc1ccc2nc(SCC(=O)NCc3ccccc3Cl)nc(=O)n2c1 | -7 | 0 | -12 | 1.6 | -0.4 | x | 1 | -1 | -1 | -12 | 23
Cc1occc1C(=O)N1CCN(c2ccccc2)CC1 | 2 | 0 | -1 | -1.0 | 1.1 | -8 | -2 | -7 | 5 | 0 | 10
CC(NC(=O)C1CCCCC1)C(c1cccs1)N1CCN(C)CC1 (stereo not given) | -5 | x | 5 | 0.9 | 1.4 | -14 | -2 | -3 | -3 | -5 | -15
O=C1C=C(NCCc2cc(Br)c(O)c(Br)c2)C(=O)c2ncccc21 | -4 | 137* | -3 | 1.9 | 4.1 | x | 5 | 0 | -6 | -18 | -38
N#Cc1ccc(NC(=O)Cn2cnc(S(=O)(=O)N3CCCCC3)c2)cc1 | -2 | 0 | 4 | 0.1 | 0.6 | 9 | -4 | -3 | 1 | 3 | -1
COc1cc2c(cc1NC(=O)CN(C)Cc1nc3ccccc3c(=O)[nH]1)oc1ccccc12 | -14 | x | 0 | -1.3 | -0.9 | -12 | 13 | 1 | -4 | -3 | x
COc1ccc(CCNS(=O)(=O)c2cccc([N+](=O)[O-])c2)cc1 | -1 | 2 | -2 | 0.3 | x | 12 | 12 | 6 | 1 | -2 | -3
C[C@H](NC(=O)c1nc[nH]c1C(=O)N1CCNCC1)C(=O)OCc1ccccc1 | -17 | x | -15 | -0.9 | 1.6 | -3 | 1 | 4 | -6 | -8 | -8
Cc1ccccc1NC(=O)NCCCN1CCN(C)CC1 | -11 | -3 | -14 | -0.8 | 0.9 | -5 | -8 | 7 | -1 | -6 | -9
Cc1onc(-c2ccccc2Cl)c1C(=O)N1CCCC1 | -1 | -1 | -7 | -0.3 | 0.1 | 9 | -8 | -1 | -7 | -1 | 28
O=C(Nc1ccncc1)c1cccc(F)c1 | -5 | 0 | 4 | -0.6 | -2.3 | -29 | -3 | -7 | 1 | -5 | 0
CCCCOc1ccc(S(=O)(=O)NCc2csc(C)n2)cc1 | -6 | -3 | -8 | 1.7 | -1.2 | -11 | -10 | 1 | -4 | -19 | -1
O=C(Nc1ccc(N2CCOCC2)cc1)C1CC(=O)N(c2ccc(F)cc2)C1 (stereo not given) | 3 | 0 | -16 | 1.5 | -0.7 | 10 | -6 | -6 | -3 | -5 | x
O=C(c1ccc(S(=O)(=O)N2CCCC2)cc1)N1CCN(c2ccccc2F)CC1 | 2 | 2 | -4 | 1.3 | -0.4 | -12 | 4 | -4 | -6 | -11 | -9
CCC(=O)c1ccc(OCC(=O)OC(C)C(=O)Nc2c(C)n(C)n(-c3ccccc3)c2=O)cc1 (stereo not given) | -4 | -5 | -10 | 1.2 | -0.2 | x | -5 | 0 | 1 | -3 | -2
O=C(Nc1ccc(F)cc1)c1cccc2c1C(=O)N(CC1CCCO1)C2 (stereo not given) | -10 | x | -16 | 1.3 | 0.8 | 14 | 5 | 5 | 1 | -24 | 14
CN(CC(=O)NCc1ccco1)S(=O)(=O)c1ccc(F)cc1 | -20 | 0 | -3 | 0.6 | 0.2 | -29 | 6 | 0 | -3 | -4 | -10
COc1ccc(CNC(=O)CN(C(=O)CCC(=O)Nc2ccccn2)c2ccc3c(c2)OCO3)cc1 | -19 | -5 | -4 | -2.8 | -1.1 | 21 | 0 | 4 | -2 | -8 | -22
CCOC(=O)C1=C(C)OC(N)=C(C#N)C1c1c(C)nn(-c2ccccc2)c1Cl (stereo not given) | 7 | 4 | -4 | 0.4 | -0.8 | 28 | 0 | 2 | 0 | -5 | 19
CCOC(=O)N1CCc2c(sc3nc4n(c(=O)c23)N=C(C)CS4)C1 | -9 | -3 | 13 | -1.3 | 1.3 | x | 7 | -6 | -4 | -4 | -7
Cc1ccc(NS(=O)(=O)c2cc(-c3cc(C)no3)ccc2C(C)C)nc1 | 4 | 8 | -14 | -0.5 | -0.8 | -3 | -4 | -7 | -2 | -7 | 0
O=C(COc1ccccc1)NS(=O)(=O)c1ccccc1 | -3 | -3 | -9 | 1.4 | -0.4 | 9 | -26 | -3 | -3 | 0 | 0
CN(C(=O)COC(=O)c1cnc(Cl)c(Cl)c1)C1CCS(=O)(=O)C1 (stereo not given) | 2 | -1 | -6 | -0.9 | -0.7 | i | 1 | -2 | -1 | -1 | -24
COC(=O)[C@@H](Cc1c[nH]c2ccccc12)NCc1cccc(B(O)O)c1 | 3 | x | -11 | 1.2 | -1.4 | x | 3 | 0 | 0 | -4 | -40
CCN(CC)c1ccc(NC(=O)CN2CCN(S(=O)(=O)c3cc(Cl)ccc3OC)CC2)cc1 | 3 | 3 | -8 | -1.2 | 3.1 | -15 | -1 | 2 | -6 | -12 | 15
CC(=O)Nc1ccc2nc(-c3ccncc3)[nH]c2c1 | 3 | x | -5 | 0.1 | 0.2 | 373 | 2 | 8 | 4 | 7 | -1
O=C(Nc1ccccc1)c1cc2ccc3ccccc3c2s1 | 7 | -1 | -11 | 0.0 | -2.0 | 26 | -2 | 2 | 3 | -10 | -2
O=S(=O)(Nc1ccc(S(=O)(=O)N2CCOCC2)cc1)c1ccccc1 | -1 | -1 | -19 | -0.8 | 0.2 | -10 | -4 | 0 | 0 | 3 | -3
